High-throughput results deposited in PubChem BioAssay by Southern Research Specialized Biocontainment Screening Center.
influenza NS1A – H1N1 influenza NS1A inhibitors, functional cell based assay (AID 504329); inhibition, % at 12.5 µM; hits with a dose series show IC50 in µM; NS1A functional cell-based assay, percent inhibition; higher % means a stronger effect; 340,000 compounds, 0.3% hits; in the data active = a potency from the dose series; inconclusive = inhibition above about 27% without an active follow-up result; also: strong numbers were not always called active
Salmonella PhoP GFP – PhoP regulon inhibitors, Salmonella typhi PhoP promoter GFP reporter, confirmatory (AID 1850); Salmonella Typhi PhoP-promoter GFP reporter, fluorescence, 4 h; higher % means a stronger effect; 310,000 compounds, 0.33% hits; inhibition, % at 50 µM, or IC50 in µM where a hit was titrated; in the data active = a potency from the dose series; inconclusive = inhibition mostly from about 25% at the one dose, without a potency; inactive = the rest, 99 in 100 with inhibition below about 19%;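 also: 0% = induced wells with vehicle and 100% = uninduced wells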
VEEV TC-83 Vero – inhibitors of VEEV TC-83 cytopathic effect, confirmation, Vero cells (AID 588727). 350,000 compounds, 0.13% hits. Vero cells, VEEV TC-83 cytopathic effect inhibition; higher % means a stronger effect. inhibition, % at 20 µM; hits with a dose series show IC50 in µM; in the data active = a potency from the dose series; inconclusive = inhibition mostly from about 14% at the one dose, without a potency; inactive = the rest, 99 in 100 with inhibition below about 12%; also: strong numbers were not always called active
M. tuberculosis HTS – M. tuberculosis growth inhibition, HTS (AID 449762); inhibition, % at 25 µM; hits with a dose series show IC50 in µM; 330,000 compounds, 0.59% hits; M. tuberculosis H37Rv growth inhibition, 7H9 media; higher % means a stronger effect; in the data active = a potency from the dose series; inconclusive = inhibition above about 70% without an active follow-up result;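 also: bacterial growth assessed after seven days of incubation; strong numbers were not always called active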
tuberculosis growth – growth inhibition of non-replicating M. tuberculosis (AID 488890) | Mycobacterium tuberculosis non-replicating, growth inhibition; higher % means a stronger effect | inhibition, % at 25 µM; hits with a dose series show IC50 in µM | 320,000 compounds, 0.39% hits; in the data active = a potency from the dose series; inconclusive = inhibition mostly from about 82% at the one dose, without a potency; inactive = the rest, 99 in 100 with inhibition below about 76%;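 also: plate controls were DMSO cells for no effect and high antibiotic wells for full effect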
VEEV TC-83 Vero 10K pilot screen – also measured in VEEV TC-83 Vero; calls as there; inhibition, %; measured here: 10K pilot screen inhibition
Active calls of the source: *; i = inactive; ? = inconclusive; . = no result given; & = joins results of further samples. No enrichment for hits. About 1.6% of those tested had a hit in this group.

SMILES	influenza NS1A	Salmonella PhoP GFP	VEEV TC-83 Vero	M. tuberculosis HTS	tuberculosis growth	others
c1ccc(Cn2nnnc2C(c2cccs2)N2CCCCCC2)cc1 (stereo unspecified)	-3%	11%	1.1%	8%	38%
Cc1ccccc1-n1c(Cn2c(=O)sc3ccccc32)nnc1SCC(=O)Nc1nccs1	-2%	-12%	i	-13%	-8%
O=C(CCNC(=O)c1ccccc1Cl)NN=Cc1ccco1	0%	.	0.5%	1%	6%
CN1C(=O)CC(NNC(=O)c2ccc(Cl)cc2)C1=O (stereo unspecified)	3%	9%	0.4%	0%	-11%
COc1ccc(CCCC(=O)N/N=C\c2cccs2)cc1	-5%	0%	3.3%	0%	46%
CC(=O)c1cccc(S(=O)(=O)NCC2CCCCC2)c1	-9%	-3%	i	9%	11%
Cc1cccc(OCC(=O)Nc2ccc(NC(=O)c3ccccc3)cc2)c1	-5%	-4%	4.1%	1%	-8%
O=C(CNS(=O)(=O)c1ccc(Br)cc1)OCc1cc(=O)n2cc(Br)ccc2n1	.	-14%	.	-5%	-14%
c1ccc2c(Nc3nc4c(s3)CCCC4)cccc2c1	14%	-4%	8.8%	3%	66%
CCOC(=O)C1CCCN(c2c(NCCCN3CCCC(C)C3)c(=O)c2=O)C1 (stereo unspecified)	-14%	21%	1.2%	0%	.
Cc1ccc(NC(=S)N(CCN2CCCCC2)Cc2ccco2)cc1C	4%	-5%	0.4%	3%	24%
Cc1cccc(NC(=O)Cn2c(=O)n(CC3CCCO3)c(=O)c3ccccc32)c1 (stereo unspecified)	7%	2%	i	1%	8%
CN1CCN(NC(=S)Nc2ccccc2)CC1	.	-5%	i	-12%	-11%
COc1ccc(C)cc1N(CC(=O)Nc1ccc(S(=O)(=O)N2CCOCC2)cc1)S(C)(=O)=O	9%	12%	0.8%	5%	0%
CC(C)Oc1ccc(C2NC(=O)NC2=O)cc1 (stereo unspecified)	0%	-4%	1.9%	2%	2%
CC1=C(C(=O)OC(C)C)C(C)C(C(=O)OC(C)C)=C(C)N1	-10%	7%	i	5%	19%
CN(C(=O)CN1CCC(NC(=O)C2CCCCC2)CC1)C1CCCCC1	-9%	-1%	0.1%	1%	5%
Cc1ccsc1C(=O)OCc1nc2ccccc2c(=O)[nH]1	4%	-8%	3.6%	-2%	-1%
COc1ccccc1NC(=O)CN1CCC(n2c(C)nc3cc(F)ccc32)CC1	-10%	-6%	8.1%	21%	37%
COc1ccc([N+](=O)[O-])cc1NC(=O)c1csc(C)c1	-8%	-7%	1.0%	7%	22%
COC(=O)CCC(=O)Nc1cccc(Cl)c1	-6%	1%	i	-3%	0%
Cc1ccc(NC(=O)Nc2ccc(F)cc2F)c(OC(F)F)c1	-3%	-2%	i	3%	5%
CCn1c(/C=N/Nc2ccc(C(=O)O)cc2)nc2ccccc21	2%	-4%	2.4%	-1%	6%
CC(=O)NC12CC3CC(C1)CC(C(=O)OCC(=O)Nc1ncc(Cl)c(C)c1Cl)(C3)C2	2%	-3%	7.8%	-9%	-6%
COc1ccc(CNc2cc(C)ccn2)cc1	-14%	16%	8.3%	-2%	2%

Some of these compounds in order of length of the SMILES, smallest number first.
SMILES	influenza NS1A	Salmonella PhoP GFP	VEEV TC-83 Vero	M. tuberculosis HTS	tuberculosis growth	others
COc1ccc(CNc2cc(C)ccn2)cc1	-14%	16%	8.3%	-2%	2%
CN1CCN(NC(=S)Nc2ccccc2)CC1	.	-5%	i	-12%	-11%
COC(=O)CCC(=O)Nc1cccc(Cl)c1	-6%	1%	i	-3%	0%
CC(C)Oc1ccc(C2NC(=O)NC2=O)cc1 (stereo unspecified)	0%	-4%	1.9%	2%	2%
c1ccc2c(Nc3nc4c(s3)CCCC4)cccc2c1	14%	-4%	8.8%	3%	66%
COc1ccc(CCCC(=O)N/N=C\c2cccs2)cc1	-5%	0%	3.3%	0%	46%
O=C(CCNC(=O)c1ccccc1Cl)NN=Cc1ccco1	0%	.	0.5%	1%	6%
CC(=O)c1cccc(S(=O)(=O)NCC2CCCCC2)c1	-9%	-3%	i	9%	11%
Cc1ccsc1C(=O)OCc1nc2ccccc2c(=O)[nH]1	4%	-8%	3.6%	-2%	-1%
Cc1ccc(NC(=O)Nc2ccc(F)cc2F)c(OC(F)F)c1	-3%	-2%	i	3%	5%
CCn1c(/C=N/Nc2ccc(C(=O)O)cc2)nc2ccccc21	2%	-4%	2.4%	-1%	6%
COc1ccc([N+](=O)[O-])cc1NC(=O)c1csc(C)c1	-8%	-7%	1.0%	7%	22%
Cc1cccc(OCC(=O)Nc2ccc(NC(=O)c3ccccc3)cc2)c1	-5%	-4%	4.1%	1%	-8%
CCOC(=O)C1CCCN(c2c(NCCCN3CCCC(C)C3)c(=O)c2=O)C1 (stereo unspecified)	-14%	21%	1.2%	0%	.
Cc1ccccc1-n1c(Cn2c(=O)sc3ccccc32)nnc1SCC(=O)Nc1nccs1	-2%	-12%	i	-13%	-8%

The main list resumes with the 3 entries that preceded the break.
SMILES	influenza NS1A	Salmonella PhoP GFP	VEEV TC-83 Vero	M. tuberculosis HTS	tuberculosis growth	others
CCn1c(/C=N/Nc2ccc(C(=O)O)cc2)nc2ccccc21	2%	-4%	2.4%	-1%	6%
CC(=O)NC12CC3CC(C1)CC(C(=O)OCC(=O)Nc1ncc(Cl)c(C)c1Cl)(C3)C2	2%	-3%	7.8%	-9%	-6%
COc1ccc(CNc2cc(C)ccn2)cc1	-14%	16%	8.3%	-2%	2%
CCN(CC)S(=O)(=O)c1cccc(NC(=O)/C=C/c2ccc([N+](=O)[O-])cc2)c1	12%	0%	1.0%	3%	7%	VEEV TC-83 Vero 10K pilot screen=1.3
CC(=O)N1CCN(C(=O)COC(=O)/C=C/c2ccc(C(F)(F)F)cc2)CC1	2%	.	1.7%	-1%	21%
CCCNC(=O)CSc1nccn1Cc1ccco1	2%	-2%	0.7%	1%	10%
Cc1nn(CC2CC2)c(=O)n1N(C)c1ncc(C(F)(F)F)cc1Cl	2%	5%	i	2%	-4%
O=C(NC1CC1)c1ccc(C2SCC(=O)N2Cc2ccccc2)cc1 (stereo unspecified)	5%	-2%	i	-2%	-8%
CC(=O)c1c(C)nc2nonc2c1N	-7%	-3%	i	3%	0%
Cc1cc(C)c(C#N)c(SCC2COc3ccccc3O2)n1 (stereo unspecified)	-18%	-13%	3.4%	-6%	25%
O=c1c2ccccc2oc2cc(OCc3ccc(F)cc3)cc(O)c12	-10%	11%	1.1%	4%	12%
CCn1c(SCC(=O)N/N=C/C=C\c2ccccc2[N+](=O)[O-])nc2ccccc21	-8%	-6%	0.2%	0%	21%	VEEV TC-83 Vero 10K pilot screen=0.8
O=C(CCN1CCCCC1)N/N=C/c1c[nH]c2ccccc12	1%	5%	11%	2%	6%
Cc1cc(NC(=O)C(C)SCC(=O)OCC(=O)N(C)c2ccccc2)no1 (stereo unspecified)	-10%	4%	0.1%	0%	-5%
CCC(C)c1ccc(S(=O)(=O)N2CCN(C(C)C(=O)NC3CCCC3)CC2)cc1 (stereo unspecified)	-4%	.	0.1%	-3%	18%
O=C(COC(=O)Cc1ccc(Cl)cc1)Nc1ccc(OC(F)F)cc1	-4%	-2%	i	-6%	76%
COc1ccc(NC(=O)CN(C)CC(=O)Nc2cccc(F)c2)cc1Cl	6%	1%	5.7%	?	61%
CSCCC(NC(=O)/C(=C/c1ccc2c(c1)OCO2)NC(=O)c1cccc([N+](=O)[O-])c1)C(=O)O (stereo unspecified)	-3%	-3%	2.0%	2%	-2%
COc1ccc2[nH]c3c(C)c4ccncc4c(C)c3c2c1	0%	21µM*	i	0.89µM*	0.59µM*
CCOc1ccc(S(=O)(=O)N2CCN(C(=O)c3cc4c(s3)CCCC4)CC2)cc1	-6%	0%	0.9%	90%	40%
c1ccc(-c2nc3ccccc3[nH]2)cc1	-1%	48µM*	1.5%	9%	10%
CC(=O)c1c(C)nc(-c2ccccc2)nc1NC(=O)C(C)C	1%	-18%	0.4%	2%	-2%
CNc1snc(C)c1C(=O)OC(C)C(=O)Nc1cccc(C)c1 (stereo unspecified)	-17%	.	0.7%	2%	22%
COC(=O)c1ccccc1OP(=O)(c1cccc([N+](=O)[O-])c1)c1cccc([N+](=O)[O-])c1	3%	3%	0.5%	-5%	-10%
CC(C)(C)c1ccc(C(=O)c2c[nH]c(C(=O)NCCc3ccccn3)c2)cc1	-5%	-4%	0.7%	12%	5%
NS(=O)(=O)c1ccc(NC(=O)CN2CCN(S(=O)(=O)c3ccc(F)cc3)CC2)cc1	-5%	5%	6.8%	1%	35%
CCn1c(-c2ccc(N(C)C)cc2)nc2ccccc21	-4%	-2%	i	-6%	59%
O=C(Nc1ccccc1)C1CCCCC1	3%	7%	6.2%	1%	-17%

The results go on:
SMILES	influenza NS1A	Salmonella PhoP GFP	VEEV TC-83 Vero	M. tuberculosis HTS	tuberculosis growth	others
O=C(O)C1=CC[C@@H](c2ccc(Cl)cc2)N(S(=O)(=O)c2ccc(Cl)cc2)[C@H]1c1ccc(Br)cc1	-21%	.	i	5%	55%
CC(C)NC(=S)NN=C1CCCCCCCCCCC1	8%	-1%	6.4%	2%	19%
OC(CNCC#Cc1ccccc1)c1ccccc1 (stereo unspecified)	4%	4%	i	6%	27%
COc1ccc(NS(=O)(=O)c2c(C)n(C)c(=O)n(C)c2=O)cc1	1%	10%	0.8%	-2%	-2%	VEEV TC-83 Vero 10K pilot screen=0.6
Cc1sc2ncnc(N3CCC(C(=O)Nc4ccc(Br)cc4Br)CC3)c2c1C	4%	2%	5.2%	?	19%
Cc1cc(-c2ccc(C(C)C)c(S(=O)(=O)Nc3ccccn3)c2)on1	-1%	-2%	1.3%	0%	5%
CC(C)C(=O)N1CCN(c2ccccc2NC(=O)c2ccc([N+](=O)[O-])o2)CC1	14%	-14%	?	?	?
Cn1c(=O)cc(OCC(=O)NCc2cccs2)c2ccccc21	-1%	2%	0.1%	-6%	9%
CCCCn1nnnc1NCc1cc(OC)c(OC)c(OC)c1	22%	-3%	i	-12%	-1%
COc1cc(C(=O)N2CCN(C3CCCCC3)CC2)cc(OC)c1OC	-32%	-2%	i	-5%	-13%
COc1cccc(-c2ncc3ccccc3c2COC(=O)c2ccc(C(C)(C)C)cc2)c1	0%	.	0.5%	-5%	-5%
Cc1ncc([N+](=O)[O-])n1CC(=O)Nc1ccccc1F	2%	7%	0.5%	-3%	-3%
CNC(=O)Oc1ccc2c(c1)[C@]1(C)CCN(C)C1N2C (stereo partly specified)	9%	-2%&-1%	i	0%&7%	6%&6%
O=C(C1CC1)N1CCc2cc(S(=O)(=O)NC3CCN(Cc4ccccc4)CC3)ccc21	11%	8%	i	-1%	9%
O=C(COC(=O)/C=C/c1ccc(OC(F)F)cc1)NC(=O)NCc1ccccc1	-5%	.	2.0%	-7%	3%
O=S(=O)(Nc1nc2ccccc2[nH]1)c1ccc2ccccc2c1	-6%	-5%	i	-2%	1%
Cc1cc(C(=O)CSCCCn2c(=O)[nH]c3ccccc32)c(C)n1C	24%	3%	i	2%	3%
O=C(Nc1ccc([N+](=O)[O-])cc1)N1CCc2ccccc2C1	1%	1%	i	1%	59%
Brc1ccc(-n2cnc(-c3ccccc3)c2)cc1	-2%	3%	0.0%	54%	24%
